Source: PubChem
Bim-Bcl-B – inhibitors of Bim-Bcl-B binding, primary screen, biochemical, multiplexed, human Bcl-2 family. Bcl-2-like protein 10 (Homo sapiens), Q9HD36. bead-based flow cytometry, Bim peptide-Bcl-B binding. inhibition, % at 10 µM. actives 0.073% (n = 190,000). AID 951, 2007;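 also: 0% = tracer peptide without compound and 100% = reference inhibitor peptide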
GSH bead fluor – compound fluorescence on glutathione beads, profiling panel, artefact control, biophysical, 488/530 nm, flow cytometry. GSH beads flow cytometry, compound fluorescence 488/530 nm; active compounds read high. fluorescence (KMESF) at 10 µM. actives 0.25% (n = 190,000). AID 1776, 2009; in the data active = fluorescence above about 89;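 also: glutathione beads carrying GST-tagged Bcl family fusion proteins plus one bare bead set; values are compound well signal with DMSO vehicle wells as background; inactives centre near 16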
ABCG2 block – ABCG2 efflux pump inhibitors, primary screen, multiplex with ABCB1, IgMXP3 cells, flow cytometry; Broad substrate specificity ATP-binding cassette transporter ABCG2 (Homo sapiens), Q9UNQ0; JC-1 efflux; inhibition, % at 6.6 µM; actives 0.1% (n = 190,000); AID 1325, 2008;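 active = inhibition above 80%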;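 also: 0% = DMSO and 100% = nicardipine control wells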
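Test system: IgMXP3 cells (ABCG2) mixed with DDAO far-red-labelled CCRF-Adr cells (ABCB1). Reagent: JC-1 transporter substrate. Compound dosing: single test compound dose, 6.6 µM final. Times: 10 min compound exposure, 25 °C. Detection: flow cytometry of retained JC-1 fluorescence. Read-out basis: efflux inhibition in percent versus controls. Controls: nicardipine and DMSO wells.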
Bfl-1 Bim block – inhibitors of Bim binding to Bfl-1, primary screen, biochemical, multiplexed, bead-based flow cytometry | actives 0.12% (n = 190,000) | Bim-Bfl-1 binding inhibition | AID 1008, 2008 | Bcl-2-related protein A1 (Homo sapiens), Q16548 | inhibition, % at 10 µM;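 also: 0% = wells without compound plus tracer and 100% = blocker peptide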
RGS7-Gao – RGS7-Galphao binding modulators, primary screen, biochemical, multiplexed bead flow cytometry; actives lie on both sides; binding response (% of control), % at 10 µM; actives 0.35% (n = 220,000); AID 1439, 2008; in the data active = binding response below about 49% or above about 150%; inconclusive = no clear call, values can overlap the other calls; inactive = in between;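 also: fluorescent Galphao held in activated GDP-AlF4 state binding bead-coupled RGS7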
Target sequence (P09471 whole entry, looked up): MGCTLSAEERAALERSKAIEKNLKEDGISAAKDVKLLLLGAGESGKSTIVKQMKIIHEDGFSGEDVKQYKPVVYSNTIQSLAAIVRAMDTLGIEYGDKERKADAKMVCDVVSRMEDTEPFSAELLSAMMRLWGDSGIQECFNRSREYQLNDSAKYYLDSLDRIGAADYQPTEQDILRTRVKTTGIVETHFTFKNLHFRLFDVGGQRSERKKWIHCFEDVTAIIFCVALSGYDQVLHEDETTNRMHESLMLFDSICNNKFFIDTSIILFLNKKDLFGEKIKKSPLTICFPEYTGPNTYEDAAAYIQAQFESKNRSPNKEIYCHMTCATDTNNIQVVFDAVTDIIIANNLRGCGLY
RGS8-Gao – RGS8-Galphao binding modulators, primary screen, biochemical, multiplexed bead flow cytometry; Guanine nucleotide-binding protein G(o) subunit alpha (Homo sapiens), P09471; actives lie on both sides; response (percent of control binding), % at 10 µM; actives 0.34% (n = 220,000); AID 1423, 2008; in the data active = response below about 60% or above about 140%; inactive = in between;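 also: Galphao activated as the GDP aluminium fluoride complex binding bead-coupled RGS8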
RGS4-Gao reg – modulators of RGS4 binding to Galphao, primary screen, biochemical, multiplexed bead flow cytometry; actives 0.33% (n = 220,000); actives lie on both sides; binding response (% of control), % at 10 µM; Guanine nucleotide-binding protein G(o) subunit alpha (Homo sapiens), P09471; in the data active = binding response below about 49% or above about 150%; inactive = in between;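 also: fluorescent Galphao activated with aluminum fluoride binding bead-coupled RGS4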
Bim-Bcl-XL – inhibitors of Bim-Bcl-XL binding, primary screen, biochemical, multiplexed, bead flow cytometry, human Bcl-XL | Bcl-2-like protein 1 (Homo sapiens), Q07817 | Bim peptide-Bcl-XL binding, fluorescence | inhibition, % at 10 µM | actives 0.04% (n = 190,000) | AID 1007, 2008
Target sequence (Q07817 whole entry, looked up): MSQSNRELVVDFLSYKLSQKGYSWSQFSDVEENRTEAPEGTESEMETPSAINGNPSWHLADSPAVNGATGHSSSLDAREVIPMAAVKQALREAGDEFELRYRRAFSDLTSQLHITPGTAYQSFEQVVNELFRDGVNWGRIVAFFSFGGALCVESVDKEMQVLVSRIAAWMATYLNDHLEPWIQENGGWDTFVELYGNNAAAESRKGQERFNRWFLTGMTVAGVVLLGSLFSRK
ABCB1 block – ABCB1 efflux pump inhibitors, primary screen, cell-based, multiplex, flow cytometry, ABCG2 counter-screen. CCRF-Adr cells, JC-1 efflux. inhibition, % at 6.6 µM. actives 0.067% (n = 190,000); in the data active = inhibition above about 40%;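 also: 0% = vehicle and 100% = reference inhibitor; higher value means more JC-1 retained so stronger ABCB1 efflux block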
Bim-Bcl-W – inhibitors of Bim binding to Bcl-W, primary screen, biochemical, multiplexed, bead-based flow cytometry. AID 952, 2007. Bcl-2-like protein 2 (Homo sapiens), Q92843. actives 0.02% (n = 190,000). Bim peptide-Bcl-W binding. inhibition, % at 10 µM;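 also: 0% = bound tracer without compound and 100% = peptide blocker; higher means less fluorescent Bim peptide bound to Bcl-W beads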
Target sequence (Q92843 whole entry, looked up): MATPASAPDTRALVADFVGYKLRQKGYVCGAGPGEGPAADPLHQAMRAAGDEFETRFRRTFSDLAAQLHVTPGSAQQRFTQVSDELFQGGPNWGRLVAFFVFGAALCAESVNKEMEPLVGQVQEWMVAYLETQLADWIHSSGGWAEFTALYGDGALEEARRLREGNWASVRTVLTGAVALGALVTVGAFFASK
Bim-Bcl-2 – inhibitors of Bim-Bcl-2 binding, primary screen, biochemical, multiplexed, human Bcl-2 family. Apoptosis regulator Bcl-2 (Homo sapiens), P10415. actives 0.06% (n = 190,000). Bead-based flow cytometry, Bim peptide-Bcl-2 binding. inhibition, % at 10 µM; in the data active = inhibition above about 40%; inconclusive = no clear call, values can overlap the other calls;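 also: 0% = no compound wells with probe peptide and 100% = reference peptide inhibitor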
Target sequence (P10415 whole entry, looked up): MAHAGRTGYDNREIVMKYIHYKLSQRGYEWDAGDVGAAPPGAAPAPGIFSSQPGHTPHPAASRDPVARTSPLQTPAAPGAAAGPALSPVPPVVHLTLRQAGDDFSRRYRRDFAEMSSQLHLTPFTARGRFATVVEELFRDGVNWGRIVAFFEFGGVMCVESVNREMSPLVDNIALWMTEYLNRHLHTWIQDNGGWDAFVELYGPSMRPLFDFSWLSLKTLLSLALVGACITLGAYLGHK
* marks the source's active call; other numbers are inactive results; ? = inconclusive. Rule as the data show it, unless noted: active = inhibition above about 40%. Compounds were not picked by outcome. Share with any hit: about 1.1%.

SMILES	Bim-Bcl-B	GSH bead fluor	ABCG2 block	Bfl-1 Bim block	RGS7-Gao	RGS8-Gao	RGS4-Gao reg	Bim-Bcl-XL	ABCB1 block	Bim-Bcl-W	Bim-Bcl-2
CN(C(=O)c1ccncc1)c1nnc(-c2cnccn2)s1	-7	36	13	-8	101	99	98	-7	0.2	-3	-1
CCOC(=O)c1c(NC(=O)Cn2nnc(-c3ccc(Cl)cc3)n2)sc(C)c1C	1	20	2	0	98	99	98	-3	0.3	-3	1
CCOC(=O)c1c(NC(=O)CSc2nnnn2C)sc(C(=O)N(C)C)c1C	-3	10	11	-5	?	103	97	-1	2.0	-1	-4
CCOC(=O)N1CCC2(CC1)C(C#N)=C(N)OC1=C2C(=O)CC(C)C1 (stereo not given)	0	66	-1	-6	100	100	103	-1	-0.4	-1	-4
CC(NS(C)(=O)=O)C(c1cccs1)N1CCN(c2ccc(F)cc2)CC1 (stereo not given)	2	32	6	1	96	102	99	-5	0.7	2	-3
COc1ccc(N(C(C)C(=O)Nc2cccnc2)S(C)(=O)=O)cc1 (stereo not given)	-8	56	2	-14	103	103	106	-4	1.1	-6	-9
Cc1ccc(NC(=O)CSc2nc3ccccc3c3nc4ccccc4n23)cc1	-3	76	-1	-4	100	99	98	-2	-0.3	-2	-2
COCCCNC(=O)C(=O)N/N=C/c1cc2c(cc1Br)OCO2	0	20	11	-2	?	99	96	0	0.6	1	0
COc1cc(CC(NC(C)=O)C(=O)NC2CCN(C(=O)Nc3ccccc3Cl)CC2)cc(OC)c1 (stereo not given)	-4	11	1	-6	99	103	103	0	0.2	0	-7
Cn1c(=O)[nH]c(=O)c2[nH]c(NCCCN3CCOCC3)nc21	-7	26	4	-14	105	95	109	0	1.4	-2	-10
CNc1cnn(-c2ccc(C)cc2)c(=O)c1Sc1ccc(C)cc1	-1	11	6	-7	92	96	92	-1	0.2	0	0
CCCC[n+]1ccn(C2=C([O-])c3ccccc3C(=O)/C2=N\S(=O)(=O)c2ccc(Br)cc2)c1	-6	21	10	-1	99	103	97	-6	-1.5	-4	-5
O=C(Nc1ccccn1)c1cc(-n2cnnc2)ccc1Cl	-6	40	0	-9	101	96	100	-14	0.0	0	-4
COCCCNC(=O)c1cc(OC)c(OC)c(OC)c1	5	32	3	2	88	83	81	3	0.6	0	8
CCOC(=O)C1CCCN(c2ccc(NC(=O)c3snc4c(=O)[nH]cnc34)cc2)C1 (stereo not given)	-9	11	1	-8	102	98	95	-4	-0.1	2	-8
CC(C)Nc1nc(NC(C)C)nc(Nn2cnnc2)n1	4	21	0	5	98	102	97	2	0.1	3	2
CC1CC(=O)c2cnc(Nc3ccccc3)nc2C1 (stereo not given)	-4	17	4	-3	103	97	104	-4	0.5	-3	-3
COc1ccc(-c2csc3nc(C)nc(N4CCCCC4)c23)cc1OC	0	67	7	1	101	100	101	-1	2.8	-1	0
CCC(=O)Nc1cccc(NC(=O)CSc2nnnn2Cc2ccccc2)c1	0	8	2	-1	92	102	102	0	0.2	-1	-1
COc1ccc(CNC(=O)CCN2C(=S)NC(C)(C)CC2C)cc1 (stereo not given)	-4	16	1	-2	?	100	100	-3	0.2	-2	-3
CC(CCc1ccccc1)N1CCN(Cc2ccccc2)CC1 (stereo not given)	-9	9	1	-11	99	103	99	-7	0.6	-5	-5
O=C(c1ccc(COc2ccc(F)cc2)o1)n1cccn1	-10	35	4	-16	101	100	99	-7	0.3	-2	-10
NC(=O)C1CCN(CC(=O)Nc2ccccc2Sc2ccccc2)CC1	-8	19	1	-21	102	105	103	-11	0.6	-6	-8
O=C(NCCO)c1cccc(S(=O)(=O)N2CCCCC2)c1	3	62	0	4	95	99	101	3	0.2	4	5
COc1ccc(OC)c(S(=O)(=O)Nc2ccc(O)c3ccccc23)c1	-4	17	-2	4	99	95	99	-5	-0.7	0	3
COc1ccc(OC)c(NC(=O)/C=C/c2ccccc2[N+](=O)[O-])c1	-4	9	25	4	100	105	109	-6	1.4	-2	-5
Cc1ccccc1Cn1nc(C)c(NC(=O)C(F)(F)F)c1C	-2	9	4	-1	106	106	104	-7	0.6	-4	-2
O=C(NC1CC1)c1ccc2c(c1)ncn2C1CCCC1	-9	32	2	-13	103	100	98	-7	0.1	-1	-11
CCOC(=O)C1=NNC2(c3ccc(C)cc3)C(=O)N(c3ccc(Cl)cc3)C(=O)C12 (stereo not given)	-9	12	34	-19	101	100	98	-6	2.0	-3	-9
COc1ccc2c(c1)O[C@@H](c1ccc3c(c1)OCO3)[C@H](OC(=O)Nc1cc(OC)c(OC)c(OC)c1)C2=O	-4	19	12	0	101	102	102	0	20	0	1

A different layout for some results above.
Sequence of screens: Bim-Bcl-B	GSH bead fluor	ABCG2 block	Bfl-1 Bim block	RGS7-Gao	RGS8-Gao	RGS4-Gao reg	Bim-Bcl-XL	ABCB1 block	Bim-Bcl-W	Bim-Bcl-2
- O=C(c1ccc(COc2ccc(F)cc2)o1)n1cccn1
  -10	35	4	-16	101	100	99	-7	0.3	-2	-10
- NC(=O)C1CCN(CC(=O)Nc2ccccc2Sc2ccccc2)CC1
  -8	19	1	-21	102	105	103	-11	0.6	-6	-8
- O=C(NCCO)c1cccc(S(=O)(=O)N2CCCCC2)c1
  3	62	0	4	95	99	101	3	0.2	4	5
- COc1ccc(OC)c(S(=O)(=O)Nc2ccc(O)c3ccccc23)c1
  -4	17	-2	4	99	95	99	-5	-0.7	0	3
- COc1ccc(OC)c(NC(=O)/C=C/c2ccccc2[N+](=O)[O-])c1
  -4	9	25	4	100	105	109	-6	1.4	-2	-5

Next structures
SMILES	Bim-Bcl-B	GSH bead fluor	ABCG2 block	Bfl-1 Bim block	RGS7-Gao	RGS8-Gao	RGS4-Gao reg	Bim-Bcl-XL	ABCB1 block	Bim-Bcl-W	Bim-Bcl-2
CCOC(=O)N1CCC(NC(=O)C2CCN(S(=O)(=O)c3c(C)noc3C)CC2)CC1	-4	5	1	-13	94	99	93	-9	0.2	1	-5
CC(=O)Nc1nonc1NC(C)=O	-8	29	2	-19	105	103	102	-5	0.7	-5	-11
O=C(Nc1cccc2ccccc12)C1CCN(C(=O)Cc2ccccc2)CC1	-7	22	0	-4	100	99	100	-4	0.7	-5	2
CCNc1nc(NC(C)(C)C)nc(SCC(N)=O)n1	-1	18	8	-1	99	99	98	-1	0.4	0	2
CCN(C(=O)CSC1=Nc2ccccc2C2CC=NN12)C1CCS(=O)(=O)C1 (stereo not given)	0	16	5	-2	102	98	104	-2	1.4	3	-2
COc1ccc(CCNC(=O)C/C(C)=N/NC(=O)C2CCCCC2)cc1OC	-1	9	1	-2	105	102	103	-4	0.5	-1	1
COc1coc(C(O)C[N+](=O)[O-])cc1=O (stereo not given)	-17	17	4	0	101	100	102	-11	0.6	-9	-2
CCNc1cc(N2CCOCC2)nc(SC)n1	0	11	3	0	100	104	99	-1	0.6	1	-1
O=C(CSc1nnnn1-c1cccc(C(=O)O)c1)NC(c1ccccc1)c1ccccc1	-3	12	-2	-8	101	102	103	-3	-0.9	-4	-3
O=S(=O)(c1ccc(F)cc1)c1nc(-c2ccc(F)cc2)oc1NCCN1CCOCC1	-5	24	0	-2	105	101	106	-3	-0.3	-1	-6
Cc1ccc(OCC(=O)Nc2ccc3c(c2)nc2n3CCOC2)cc1	-1	8	3	-1	108	104	109	0	0.6	0	0
C=C1C(=O)C=C2CN(C(=O)c3ccccc3)[C@@](Cc3ccc(F)cc3)(C(=O)OC)[C@@H]12	-4	18	0	0	93	86	87	-1	-0.9	-1	2
O=C1c2ccccc2S(=O)(=O)N1CCOc1ccc(F)cc1	-8	34	1	-17	107	103	101	10	0.0	0	-11
C#Cc1ccc([C@@H]2C=C(C(=O)NCc3ccccc3)O[C@H](OCC)[C@H]2CCCO)cc1	-8	21	4	-6	101	99	99	-2	1.3	0	-4
CC(=O)Nc1ccc(S(=O)(=O)N2CCN(Cc3ccccc3[N+](=O)[O-])CC2)cc1	-7	8	2	-8	103	103	101	-1	0.7	-5	-3

By substructure: the entries above with bromine (two)
SMILES	Bim-Bcl-B	GSH bead fluor	ABCG2 block	Bfl-1 Bim block	RGS7-Gao	RGS8-Gao	RGS4-Gao reg	Bim-Bcl-XL	ABCB1 block	Bim-Bcl-W	Bim-Bcl-2
COCCCNC(=O)C(=O)N/N=C/c1cc2c(cc1Br)OCO2	0	20	11	-2	?	99	96	0	0.6	1	0
CCCC[n+]1ccn(C2=C([O-])c3ccccc3C(=O)/C2=N\S(=O)(=O)c2ccc(Br)cc2)c1	-6	21	10	-1	99	103	97	-6	-1.5	-4	-5

(cont.)
SMILES	Bim-Bcl-B	GSH bead fluor	ABCG2 block	Bfl-1 Bim block	RGS7-Gao	RGS8-Gao	RGS4-Gao reg	Bim-Bcl-XL	ABCB1 block	Bim-Bcl-W	Bim-Bcl-2
Cc1nn(C)c(C)c1NC(=O)C12CC3CC(CC(C3)C1)C2	-2	24	8	0	104	106	108	-4	0.9	0	2
Cc1ccc(NC(=O)NCC2CCN(Cc3cccc(Cl)c3)CC2)cc1Cl	-8	20	4	-7	?	105	109	-5	1.1	-4	-5
COc1ccc(N2C(=O)CC(N3CCN(C(=O)c4ccco4)CC3)C2=O)cc1 (stereo not given)	-6	10	0	-8	110	101	103	-2	0.0	-4	0
O=C(CSc1cccc[n+]1[O-])Nc1cc([N+](=O)[O-])ccc1Cl	-7	16	40	-8	?	104	104	-1	1.0	-2	-2
O=[N+]([O-])c1cc([N+](=O)[O-])c2n[nH]c(-c3ccccc3)c2c1	-2	10	7	-4	104	101	100	0	0.4	0	-4
CC(=O)Nc1ccc2c(c1)NC(=O)CC2	0	14	11	-7	99	99	95	0	0.1	2	0
COCCNC(=O)CSc1nc2nn(-c3ccccc3)c(=O)c-2c2n1CCCCC2	3	25	10	2	96	99	98	0	1.3	0	1
